Tb MetRS inh = T. brucei MetRS inhibitors, primary screen, biochemical, luminescence; methionyl-tRNA synthetase (Trypanosoma brucei brucei); purified T. brucei MetRS, ATP depletion, Kinase-Glo luminescence; inhibition, % at 11.9 µM; actives 0.4% (n = 360,000); AID 624268, 2012;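 active means inhibition above a per-plate cutoff of the control wells' mean inhibition plus 3 SD, cut at about 5.5% in these data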;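 further: 0% = DMSO wells median and 100% = median of wells with control inhibitor compound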
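System: purified T. brucei MetRS enzyme / Detection: Kinase-Glo luciferase luminescence reporting remaining unconsumed ATP / Medium: HEPES buffer with MgCl2, KCl, DTT, spermine, BSA, pyrophosphatase / Replication: singlicate, one well per compound / Evaluation: percent inhibition relative to median high and low control wells / Schedule: 2 h aminoacylation at 25 °C after 15 min preincubation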
FAS-TE inh = FAS thioesterase domain inhibitors, primary screen, biochemical, fluorescence intensity, uHTS; Fatty acid synthase (Homo sapiens), P49327; recombinant FAS-TE, OMFH fluorogenic substrate, fluorescence endpoint; inhibition, % at 15 µM; actives 0.67% (n = 360,000); AID 602261, 2012;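 active means compounds whose normalised, plate-corrected inhibition of enzyme fluorescence in the single-dose primary screen is 50% or more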;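 further: 0% = DMSO with enzyme and 100% = substrate without enzyme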
eLon inh = inhibitors of E. coli Lon protease, primary screen, biochemical, fluorescence polarization; P0A9M0; purified E. coli Lon protease; inhibition, % at 7.94 µM; actives 0.42% (n = 360,000); AID 602123, 2011; in the data active means inhibition above about 13%, passing the limit was not always enough;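 further: 0% = enzyme with probe and DMSO and 100% = no enzyme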
bovine MsrA act = bovine MsrA enzyme activators, primary screen, biochemical, absorbance, HTS. Methionine sulfoxide reductase A (Bos taurus). actives 0.3% (n = 360,000). activation, % at 10.6 µM. AID 602163, 2012. purified bovine MsrA, absorbance read-out; in the data active means activation above about 7.5%;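 further: 0% = vehicle and 100% = reference activator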
CSN deneddyl inh = inhibitors of CSN-mediated cullin deneddylation, primary screen, biochemical, fluorescence polarization, uHTS. COP9 signalosome complex subunit 5 (Homo sapiens), Q92905. Purified CSN, SCF-Nedd8-OG deneddylation. inhibition, % at 12.5 µM. actives 0.38% (n = 360,000). AID 651999, 2013;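 active means pattern-corrected inhibition above about 35%, with an unprinted fluorescence ratio check between 0.5 and 1.5, limit read from the data, passing the limit was not always enough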;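 further: 0% = enzyme with substrate and 100% = substrate without enzyme; some results filed as inactive read as strong as hits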
Target sequence (Q92905 whole entry, looked up, one chain of several): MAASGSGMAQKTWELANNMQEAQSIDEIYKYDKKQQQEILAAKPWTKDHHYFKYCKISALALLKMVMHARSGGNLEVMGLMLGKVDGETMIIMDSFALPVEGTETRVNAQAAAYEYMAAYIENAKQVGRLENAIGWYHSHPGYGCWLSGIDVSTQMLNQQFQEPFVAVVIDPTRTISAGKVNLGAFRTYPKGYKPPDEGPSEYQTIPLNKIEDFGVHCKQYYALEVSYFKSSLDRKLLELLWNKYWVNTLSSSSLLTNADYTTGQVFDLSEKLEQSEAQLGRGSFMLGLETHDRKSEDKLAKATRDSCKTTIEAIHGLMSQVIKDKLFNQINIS
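Test system: Human Csn5 produced in HEK293T cells | Compound: 12.5 µM single point | Times: 90 min, room temperature | Signal: Fluorescence polarization readout | Read-out basis: % inhibition of substrate cleavage by Csn5 | Controls: no-enzyme wells high, enzyme-with-substrate wells low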
Neddylation inh = inhibitors of cullin neddylation, primary screen, biochemical, TR-FRET, uHTS, NAE and Ubc12. NEDD8-conjugating enzyme Ubc12 (Homo sapiens) + NEDD8-activating enzyme E1 regulatory …. calls only at 25 µM. actives 0.58% (n = 360,000). AID 651699, 2012; in the data active means inhibition above about 36%
MLLE-PAM2 inh = inhibitors of PABP1 MLLE–PAM2 peptide binding, primary screen, biochemical, fluorescence polarization, FITC-PAM2, GST-MLLE; AID 588489, 2011; Polyadenylate-binding protein 1 (Homo sapiens), P11940; inhibition, % at 20 µM; actives 0.36% (n = 360,000); in the data active means inhibition above about 35%, passing the limit was not always enough;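 further: plate controls were DMSO wells with GST-MLLE for no effect and wells lacking GST-MLLE protein for full effect; some results filed as inactive read as strong as hits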
Target sequence (P11940 whole entry, looked up): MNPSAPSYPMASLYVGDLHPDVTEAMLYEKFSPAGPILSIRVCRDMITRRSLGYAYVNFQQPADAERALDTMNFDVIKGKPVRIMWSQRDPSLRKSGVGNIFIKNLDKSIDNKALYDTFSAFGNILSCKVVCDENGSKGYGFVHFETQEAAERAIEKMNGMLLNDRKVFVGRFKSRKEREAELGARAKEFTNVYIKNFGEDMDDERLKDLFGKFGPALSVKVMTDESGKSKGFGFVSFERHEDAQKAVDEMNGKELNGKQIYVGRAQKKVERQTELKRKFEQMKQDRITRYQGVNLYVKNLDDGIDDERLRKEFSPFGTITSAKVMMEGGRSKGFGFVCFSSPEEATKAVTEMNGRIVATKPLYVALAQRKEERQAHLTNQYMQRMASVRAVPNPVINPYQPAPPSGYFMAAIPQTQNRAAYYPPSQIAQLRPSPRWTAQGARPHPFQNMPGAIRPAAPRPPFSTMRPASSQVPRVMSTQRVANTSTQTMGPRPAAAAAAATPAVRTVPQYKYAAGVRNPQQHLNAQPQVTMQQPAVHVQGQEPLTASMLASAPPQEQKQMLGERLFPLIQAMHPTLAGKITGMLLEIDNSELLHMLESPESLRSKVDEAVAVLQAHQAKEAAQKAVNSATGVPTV
Rin1-Abl PPI inh = inhibitors of Rin1-Abl protein binding, primary screen, biochemical, TR-FRET; Tyrosine-protein kinase ABL1 (Homo sapiens) + Ras and Rab interactor 1 (Homo sapiens), …; inhibition, % at 7.35 µM; actives 0.4% (n = 360,000); in the data active means inhibition above about 5%, passing the limit was not always enough
MsrA inh = bovine MsrA enzyme inhibitors, primary screen, biochemical, absorbance, HTS. Methionine sulfoxide reductase A (Bos taurus). purified bovine MsrA, absorbance read-out. inhibition, % at 15.5 µM. actives 0.75% (n = 360,000). AID 651718, 2012; in the data active means inhibition above about 4.5%;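 further: 0% = vehicle wells with enzyme and 100% = reference inhibitor wells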
Numbers without * were called inactive; i = inactive; . = not tested or not shown.

Sample of the layout, 13 compounds:
SMILES	Tb MetRS inh	FAS-TE inh	eLon inh	bovine MsrA act	CSN deneddyl inh	Neddylation inh	MLLE-PAM2 inh	Rin1-Abl PPI inh	MsrA inh
C[C@@H](NC(=O)c1nc[nH]c1C(=O)N[C@@H](CCCCNC(=O)OC(C)(C)C)C(=O)OC(C)(C)C)c1ccccc1	0.3	18	-7	2	2	i	8	3	-0.4
CCOC(=O)c1c(C)[nH]c(C)c1S(=O)(=O)NCCc1sccc1C	0.1	-1	-3	-1	5	i	9	2	0.8
O=C(Cc1ccc(NC2=NC3CS(=O)(=O)CC3S2)cc1)NCc1ccc(Cl)cc1 (stereo not drawn)	0.7	-8	2	-2	-3	i	-112	0	0.4
O=C(CSc1nnnn1C1CCCCC1)NCc1ccccc1	-1.3	-6	0	-3	3	i	-2	4	0.2
Nc1nc(SCCO)[nH]c(=O)c1NC(=O)c1ccccc1F	-0.6	-4	-4	-3	-4	i	39	0	1.5
N#CC(c1ccc(O)cc1)N1CCOCC1 (stereo not drawn)	-1.5	-5	-11	-12	-3	i	22	1	1.8
Cc1ccc(NC(=O)C(C)Sc2n[nH]c(CNc3ccccc3)n2)cc1 (stereo not drawn)	1.1	-28	-6	-1	-1	i	-1	-2	-1.9
CCOc1ccc(-c2nc(N)ncc2Oc2ccc(OC)cc2)c(O)c1	0.7	21	-2	-5	0	i	11	-2	-0.4
C/C(=N\NC(=O)c1ccoc1C)c1ccccc1O	0.1	1	2	1	4	i	-11	1	0.2
COc1ccc(-c2oc(NC(=O)CCl)c(C#N)c2-c2ccc(OC)cc2)cc1	-0.9	22	4	-12	8	i	1	0	2.0
CC(NC(=O)Cn1cc([N+](=O)[O-])cn1)c1ccc(C(C)(C)C)cc1 (stereo not drawn)	0.2	76*	2	2	2	i	-16	0	-1.5
Cc1ccc(N2C(=O)C3CCC(C)(C2=O)C3(C)C)cc1C (stereo not drawn)	-0.4	-2	9	-4	0	i	-6	1	-0.1
C=C(C)c1cccc(C(C)(C)NC(=O)N2CCOCC2)c1	-0.2	-6	-6	-3	-2	i	4	-2	-1.5

The listing (from the top)
SMILES	Tb MetRS inh	FAS-TE inh	eLon inh	bovine MsrA act	CSN deneddyl inh	Neddylation inh	MLLE-PAM2 inh	Rin1-Abl PPI inh	MsrA inh
C[C@@H](NC(=O)c1nc[nH]c1C(=O)N[C@@H](CCCCNC(=O)OC(C)(C)C)C(=O)OC(C)(C)C)c1ccccc1	0.3	18	-7	2	2	i	8	3	-0.4
CCOC(=O)c1c(C)[nH]c(C)c1S(=O)(=O)NCCc1sccc1C	0.1	-1	-3	-1	5	i	9	2	0.8
O=C(Cc1ccc(NC2=NC3CS(=O)(=O)CC3S2)cc1)NCc1ccc(Cl)cc1 (stereo not drawn)	0.7	-8	2	-2	-3	i	-112	0	0.4
O=C(CSc1nnnn1C1CCCCC1)NCc1ccccc1	-1.3	-6	0	-3	3	i	-2	4	0.2
Nc1nc(SCCO)[nH]c(=O)c1NC(=O)c1ccccc1F	-0.6	-4	-4	-3	-4	i	39	0	1.5
N#CC(c1ccc(O)cc1)N1CCOCC1 (stereo not drawn)	-1.5	-5	-11	-12	-3	i	22	1	1.8
Cc1ccc(NC(=O)C(C)Sc2n[nH]c(CNc3ccccc3)n2)cc1 (stereo not drawn)	1.1	-28	-6	-1	-1	i	-1	-2	-1.9
CCOc1ccc(-c2nc(N)ncc2Oc2ccc(OC)cc2)c(O)c1	0.7	21	-2	-5	0	i	11	-2	-0.4
C/C(=N\NC(=O)c1ccoc1C)c1ccccc1O	0.1	1	2	1	4	i	-11	1	0.2
COc1ccc(-c2oc(NC(=O)CCl)c(C#N)c2-c2ccc(OC)cc2)cc1	-0.9	22	4	-12	8	i	1	0	2.0
CC(NC(=O)Cn1cc([N+](=O)[O-])cn1)c1ccc(C(C)(C)C)cc1 (stereo not drawn)	0.2	76*	2	2	2	i	-16	0	-1.5
Cc1ccc(N2C(=O)C3CCC(C)(C2=O)C3(C)C)cc1C (stereo not drawn)	-0.4	-2	9	-4	0	i	-6	1	-0.1
C=C(C)c1cccc(C(C)(C)NC(=O)N2CCOCC2)c1	-0.2	-6	-6	-3	-2	i	4	-2	-1.5
CCCCN(CCCNC(=O)C1CCN(S(=O)(=O)N2CCOCC2)CC1)Cc1ccccc1	-0.7	-4	-3	1	-7	i	-6	5	-0.2
Cc1ccc(C(=O)CCC(=O)NCc2ccccc2)cc1	0.3	-5	-2	-1	-1	i	13	-3	-0.3
CCOc1ccc(NC(=O)C2CCN(S(=O)(=O)CC)CC2)cc1	-0.4	-7	-1	-4	2	i	-12	4	-0.5
Cc1ccccc1C(=O)O/N=C1\CCS(=O)(=O)c2sccc21	3.7	-1	5	-9	2	i	-1	-1	-0.4
C#CCSc1ncc(S(=O)(=O)c2ccccc2)c(=O)[nH]1	0.7	-7	18	-4	-1	i	13	-3	0.4
Cc1ccc(/C=C(\NC(=O)c2ccccc2)C(=O)NCC2CCCO2)o1 (stereo not drawn)	-0.5	-10	-6	-14	4	i	-1	0	2.6
COC(=O)C1CCN(C(=O)NC2CCCCC2)CC1	-0.8	-8	-9	-1	4	i	1	4	0.0
CCCCCc1ccc(OCCCC[n+]2ccccc2)c(CCCCC)c1	-0.3	-12	-1	1	-8	i	-6	4	.
COc1ccc(Cc2nnc(NC(=O)C(C)(C)C)s2)cc1	0.3	4	-3	-3	-14	i	-5	3	0.0
O=C(N/N=C/c1ccc([N+](=O)[O-])o1)c1ccccc1NS(=O)(=O)c1cccs1	-0.2	5	-11	-3	10	i	-2	2	1.4
C[C@H]1CN(CCc2ccccc2)C(=O)[C@@H]1CC(=O)Nc1ccccc1	-0.9	-5	-2	-1	1	i	7	-3	-0.9
CCOc1ccc(-c2nc(C#N)c(N3CCCCCC3)o2)cc1	-0.5	28	3	-2	3	.	1	1	1.0
CC(C)n1c(CN(C)c2ccccc2)nc2ccccc21	-0.1	4	7	-2	-1	i	-7	-4	-0.1
COc1ccc(C(C(=O)NC2CCCCC2)N(C(=O)c2sc(C)nc2C)c2ccccc2)cc1 (stereo not drawn)	-0.3	2	-9	-2	5	i	1	-1	-0.3
CCCCC(=O)Nc1cccc(NC(=S)NC(C)=O)c1	-1.1	-8	-2	-6	-9	i	14	-1	-0.9
CN(C)/C=N/C(=S)Nc1ccc(Cl)c(Cl)c1	0.5	0	-4	-1	-6	i	-39	1	0.9
Cn1c(=S)c2[nH]c(SCC3CCCO3)nc2n(C)c1=O (stereo not drawn)	0.2	-10	1	-7	0	i	-102	-5	2.2
COc1ccc2nc3c(c(-c4ccccc4)c2c1)CCC3	-0.3	6	-9	-4	2	i	-13	1	-0.4
Cc1sc(NC(=O)CSc2nnc(-c3ccc(F)cc3)o2)c(C#N)c1C	-0.9	-8	-21	-4	1	i	-2	-2	0.3
Cc1oc2c(c(C)cc3oc(=O)c(CC(=O)N[C@@H](CCCNC(N)=O)C(=O)O)c(C)c32)c1C	-0.8	-5	9	-3	-4	.	9	-2	0.6
Cn1c(O)c(N=NC(=O)Cn2c(C(F)(F)F)nc3ccccc32)c2ccccc21	0.1	-2	-9	-1	2	i	-7	-2	-0.5
CCOc1ccc(S(=O)(=O)Nc2ccncc2)c(C)c1C	0.0	-15	0	-1	-4	i	5	-1	-1.4
Cc1nn(Cc2cccc(Oc3ccccc3)c2)c(C)c1NC(=O)NC12CC3CC(CC(C3)C1)C2	-0.4	22	9	-4	-3	i	12	-4	0.2
Cc1cc(C)cc(NC(=O)C2CCCN2C(=O)Oc2ccccc2)c1 (stereo not drawn)	0.7	0	-4	0	-2	i	-4	-4	-0.1
O=C(Nc1ccc2c(c1)C(=O)NC2=O)c1ccccc1	-0.1	3	-6	1	0	.	-4	-1	0.6
CC(=O)N(CCC1(C(C)C)CCOC(C)(C)C1)Cc1ccco1 (stereo not drawn)	0.1	-6	-9	-2	-6	i	9	-1	1.4
C#CCN(C)CC/C=C1\c2ccccc2CSc2ccccc21	-0.9	14	-17	-13	2	i	0	-3	1.2
COc1cc(NS(=O)(=O)c2ccc(NC(=O)c3ccc(C)o3)cc2)nc(OC)n1	-0.3	-5	1	-2	2	i	8	-2	-0.3
CCOC(=O)C(C)OC(=O)C1=C(C)NC(=O)NC1c1ccc2c(c1)OCO2 (stereo not drawn)	-0.3	-5	-2	1	1	i	3	-2	-0.4
COC(=O)c1ccc(/C=N/N2CCN(Cc3ccc(Cl)cc3)CC2)cc1	0.1	23	12	-3	-2	i	-2	2	0.6
O=C(/C=C/c1ccc(F)cc1)Nc1ccc2[nH]c(=O)[nH]c2c1	0.2	-2	-2	-2	7	i	6	-2	1.0
O=C(c1cccnc1Nc1ccc2c(c1)CCC2)N1CCOCC1	-0.2	-5	-9	-5	-2	i	-12	0	1.6
O=C(NCc1ccccc1)/C(=C/c1ccco1)NC(=O)c1ccco1	-0.4	-8	-3	-4	-2	i	6	-6	0.8
CNC(=O)c1ccsc1NC(=O)c1sc2ccccc2c1Cl	0.0	15	-9	-3	30	i	-22	-5	1.6
CC1CCCCN1S(=O)(=O)c1ccc([N+](=O)[O-])cc1 (stereo not drawn)	-0.9	-4	2	-2	4	i	2	-1	-0.1
COc1ccccc1OCCC(=O)NNC(=O)c1ccccc1F	-0.5	-7	4	-5	1	i	-12	6	-0.1
